From PubChem
PABP1 MLLE inh = blocks PAM2 peptide binding to the PABP1 MLLE domain; P11940; GST-MLLE / FITC-PAM2 fluorescence polarization; inhibition, % at 20 µM; 0.36% of 360,000 active; in the data active = inhibition above about 35%, passing the limit was not always enough;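 note: plate controls were DMSO wells with GST-MLLE for no effect and wells lacking GST-MLLE protein for full effect; some results filed as inactive read as strong as hits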
MsrA act = activates bovine MsrA enzyme; AID 602163; activation, % at 10.6 µM; purified bovine MsrA, absorbance read-out; 0.3% of 360,000 active; in the data active = activation above about 7.5%;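 note: 0% = vehicle and 100% = reference activator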
TbMetRS inhib = blocks T. brucei methionyl-tRNA synthetase activity; purified T. brucei MetRS, ATP depletion, Kinase-Glo luminescence; inhibition, % at 11.9 µM; 0.4% of 360,000 active;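 active = inhibition above a per-plate cutoff of the control wells' mean inhibition plus 3 SD, cut at about 5.5% in these data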;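 note: 0% = DMSO wells median and 100% = median of wells with control inhibitor compound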
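Material – parasite MetRS enzyme · Medium – HEPES-MgCl2-KCl buffer plus DTT, spermine, BSA, pyrophosphatase · Reagent – ATP, methionine and E. coli bulk tRNA substrates · Times – 15 min enzyme-compound preincubation, 2 h reaction, 10 min detection, 25 °C · Measured by – luminescence of leftover ATP · Evaluation – percent inhibition relative to median high and low control wells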
Rin1-Abl PPI inh = blocks binding of human Rin1 to Abl. 0.4% of 360,000 active. TR-FRET Rin1/Abl binding, biochemical. inhibition, % at 7.35 µM; in the data active = inhibition above about 5%, passing the limit was not always enough
MsrA inh = inhibits bovine methionine sulfoxide reductase A; AID 651718; inhibition, % at 15.5 µM; purified bovine MsrA, absorbance read-out; 0.75% of 360,000 active; in the data active = inhibition above about 4.5%;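 note: 0% = vehicle wells with enzyme and 100% = reference inhibitor wells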
FAS-TE inh = blocks the thioesterase domain of human fatty acid synthase; P49327; recombinant FAS-TE, OMFH fluorogenic substrate, fluorescence endpoint; inhibition, % at 15 µM; 0.67% of 360,000 active; AID 602261;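 active = compounds whose normalised, plate-corrected inhibition of enzyme fluorescence in the single-dose primary screen is 50% or more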;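 note: 0% = DMSO with enzyme and 100% = substrate without enzyme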
E coli Lon inh = inhibitors of E. coli Lon protease | inhibition, % at 7.94 µM | AID 602123 | 0.42% of 360,000 active | purified E. coli Lon protease, fluorescence polarization | P0A9M0; in the data active = inhibition above about 13%, passing the limit was not always enough;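 note: 0% = enzyme with probe and DMSO and 100% = no enzyme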
Target sequence (P0A9M0 whole entry, looked up): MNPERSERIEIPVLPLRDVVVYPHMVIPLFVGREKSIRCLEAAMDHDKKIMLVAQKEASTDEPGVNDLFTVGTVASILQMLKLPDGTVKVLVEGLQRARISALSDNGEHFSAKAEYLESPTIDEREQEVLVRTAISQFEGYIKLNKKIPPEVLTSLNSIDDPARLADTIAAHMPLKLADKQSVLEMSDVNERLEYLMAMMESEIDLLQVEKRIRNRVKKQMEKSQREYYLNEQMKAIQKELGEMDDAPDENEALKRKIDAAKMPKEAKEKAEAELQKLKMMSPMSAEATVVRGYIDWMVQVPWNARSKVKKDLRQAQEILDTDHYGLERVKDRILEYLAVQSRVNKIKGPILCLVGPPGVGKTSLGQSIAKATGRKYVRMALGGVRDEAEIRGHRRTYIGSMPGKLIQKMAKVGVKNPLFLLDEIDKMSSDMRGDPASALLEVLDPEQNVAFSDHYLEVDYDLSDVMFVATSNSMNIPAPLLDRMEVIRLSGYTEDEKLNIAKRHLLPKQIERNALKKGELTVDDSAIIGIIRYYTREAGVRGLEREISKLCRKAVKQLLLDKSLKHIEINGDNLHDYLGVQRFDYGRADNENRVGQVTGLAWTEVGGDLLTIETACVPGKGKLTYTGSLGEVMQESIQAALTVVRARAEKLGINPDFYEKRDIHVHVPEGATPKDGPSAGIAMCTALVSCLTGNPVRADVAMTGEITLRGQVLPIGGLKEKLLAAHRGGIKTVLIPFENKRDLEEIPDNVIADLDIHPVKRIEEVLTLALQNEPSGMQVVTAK
CSN deneddyl inh = blocks human CSN-mediated cullin deneddylation | Purified CSN, SCF-Nedd8-OG deneddylation, fluorescence polarization | inhibition, % at 12.5 µM | 0.38% of 360,000 active;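 active = pattern-corrected inhibition above about 35%, with an unprinted fluorescence ratio check between 0.5 and 1.5, limit read from the data, passing the limit was not always enough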;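 note: 0% = enzyme with substrate and 100% = substrate without enzyme; some results filed as inactive read as strong as hits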
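Test system: Human Csn5 produced in HEK293T cells | Compound: 12.5 µM single point | Times: 90 min, room temperature | Signal: Fluorescence polarization readout | Read-out basis: % inhibition of substrate cleavage by Csn5 | Controls: no-enzyme wells high, enzyme-with-substrate wells low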
Neddyl block = blocks human cullin neddylation; calls only at 25 µM; 0.58% of 360,000 active; TR-FRET cullin neddylation, biochemical; AID 651699; P61081+Q13564; in the data active = inhibition above about 36%
* = called active by the depositor; i = inactive; / = not tested or not shown. The order is random. About 4% of those tested had a hit in this group.

1	Cc1cc(-n2c(C)cc(C(=O)CSc3nncn3C)c2C)no1
2	CC1CC(C)(C)CC2(C1)NC(=O)N(CC(=O)OCC(=O)Nc1cc(S(=O)(=O)N3CCCCC3)ccc1Cl)C2=O (configuration not stated)
3	O=C(COc1cc(Cl)c(Cl)cc1Cl)Nc1ccncc1
4	CCC1S/C(=N/N=C/c2ccco2)N(Cc2ccc(F)cc2)C1=O (configuration not stated)
5	COc1cccc(OC)c1C(=O)N1CCN(Cc2ccc3c(c2)OCO3)CC1
6	N#Cc1ccc(C(c2nnnn2Cc2ccccc2)N2CCCC2)cc1 (configuration not stated)
7	O=C(N/N=C/c1cc([N+](=O)[O-])ccc1O)C1CCCCC1
8	COc1ccc(NS(=O)(=O)c2cccc(C(=O)O)c2)cc1S(=O)(=O)N1CCOCC1

| Compound | 1 | 2 | 3 | 4 | 5 | 6 | 7 | 8 |
| --- | --- | --- | --- | --- | --- | --- | --- | --- |
| PABP1 MLLE inh | -48.0 | 9.3 | 12.0 | -18.2 | -3.2 | -6.3 | 0.1 | 11.2 |
| MsrA act | 0.3 | -3.2 | 0.9 | -0.1 | -3.9 | 0.9 | -3.8 | -3.3 |
| TbMetRS inhib | -0.2 | -0.2 | 0.3 | 0.3 | -0.8 | -0.5 | -0.4 | -0.2 |
| Rin1-Abl PPI inh | 0.2 | -1.5 | -0.3 | -0.3 | -1.8 | 1.1 | -1.9 | -2.0 |
| MsrA inh | 1.1 | -0.3 | 0.4 | 1.6 | 1.0 | 0.0 | 1.9 | 0.6 |
| FAS-TE inh | -3.9 | -5.6 | 6.6 | 28.3 | -6.5 | -3.0 | 31.8 | -9.7 |
| E coli Lon inh | -1.8 | 3.6 | 5.0 | 0.5 | 7.2 | -8.9 | 7.2 | -9.3 |
| CSN deneddyl inh | 0.1 | -0.8 | -0.9 | 4.4 | 1.5 | -0.1 | -14.1 | 1.5 |
| Neddyl block | i | i | i | i | i | i | i | i |

9	CCCCn1nnnc1C(CCc1ccccc1)N1CCN(C/C=C/c2ccccc2)CC1 (configuration not stated)
10	CCOc1cc(/C=N/NC(=O)CN2CCCCC2)ccc1O
11	O=C(NCc1ccccc1)C(c1ccco1)N(C(=O)c1csnn1)C1CC1 (configuration not stated)
12	O=C(Nc1ccc2c(c1)OCO2)c1ccc(CN2CCOCC2)cc1
13	Cc1cccc(N(CC(=O)NCc2ccc3c(c2)OCO3)C(=O)CCC(=O)Nc2ccccn2)c1
14	CC(C)CCN(C)c1ccc(/C=N/n2cnnc2)cc1
15	O=C(NC(C(=O)O)c1ccccc1)c1ccc(S(=O)(=O)N2CCOCC2)cc1 (configuration not stated)
16	CCOn1c(=O)c(C)[n+]([O-])c2ccccc21

| Compound | 9 | 10 | 11 | 12 | 13 | 14 | 15 | 16 |
| --- | --- | --- | --- | --- | --- | --- | --- | --- |
| PABP1 MLLE inh | 0.3 | 9.7 | -3.2 | 1.1 | -13.6 | -31.2 | 5.3 | -10.3 |
| MsrA act | -8.2 | -4.5 | -1.1 | 5.8 | -4.8 | 2.0 | 0.1 | 0.3 |
| TbMetRS inhib | -0.3 | -1.2 | -0.5 | -1.1 | -1.0 | -0.3 | -0.4 | -0.5 |
| Rin1-Abl PPI inh | 4.9 | 0.0 | 4.2 | -3.0 | -0.1 | 4.9 | -0.7 | 0.9 |
| MsrA inh | 0.9 | 0.9 | 0.4 | 2.3 | 0.0 | 2.7 | 1.2 | 0.9 |
| FAS-TE inh | 16.8 | -2.2 | -5.1 | -2.5 | 0.5 | 0.5 | -7.0 | -7.4 |
| E coli Lon inh | -2.5 | 5.0 | -6.5 | 0.2 | -3.0 | -0.7 | -2.1 | -7.0 |
| CSN deneddyl inh | 4.0 | 3.9 | -2.4 | -7.1 | 1.4 | -4.0 | 7.1 | 2.3 |
| Neddyl block | i | i | i | i | i | i | i | i |

Laid out differently: results already given.
7: O=C(N/N=C/c1cc([N+](=O)[O-])ccc1O)C1CCCCC1
  PABP1 MLLE inh = 0.1 | MsrA act = -3.8 | TbMetRS inhib = -0.4 | Rin1-Abl PPI inh = -1.9 | MsrA inh = 1.9 | FAS-TE inh = 31.8 | E coli Lon inh = 7.2 | CSN deneddyl inh = -14.1 | Neddyl block = i

5: COc1cccc(OC)c1C(=O)N1CCN(Cc2ccc3c(c2)OCO3)CC1
  PABP1 MLLE inh = -3.2 | MsrA act = -3.9 | TbMetRS inhib = -0.8 | Rin1-Abl PPI inh = -1.8 | MsrA inh = 1.0 | FAS-TE inh = -6.5 | E coli Lon inh = 7.2 | CSN deneddyl inh = 1.5 | Neddyl block = i

2: CC1CC(C)(C)CC2(C1)NC(=O)N(CC(=O)OCC(=O)Nc1cc(S(=O)(=O)N3CCCCC3)ccc1Cl)C2=O (configuration not stated)
  PABP1 MLLE inh = 9.3 | MsrA act = -3.2 | TbMetRS inhib = -0.2 | Rin1-Abl PPI inh = -1.5 | MsrA inh = -0.3 | FAS-TE inh = -5.6 | E coli Lon inh = 3.6 | CSN deneddyl inh = -0.8 | Neddyl block = i

10: CCOc1cc(/C=N/NC(=O)CN2CCCCC2)ccc1O
  PABP1 MLLE inh = 9.7 | MsrA act = -4.5 | TbMetRS inhib = -1.2 | Rin1-Abl PPI inh = 0.0 | MsrA inh = 0.9 | FAS-TE inh = -2.2 | E coli Lon inh = 5.0 | CSN deneddyl inh = 3.9 | Neddyl block = i

(listing goes on)
17	COc1ccc(NC(=O)CSc2nnc3ccc(-c4cccnc4)nn23)c(OC)c1
18	Cc1ccc(S(=O)(=O)NCCC(=O)NC2CCCCCC2)cc1
19	CC(O)CNc1cnccn1 (configuration not stated)
20	Cc1ccc2nc(-c3ccncc3)cc(C(=O)NCc3ccccc3F)c2c1
21	CC(=O)Oc1cccc(N2C(=O)C3C4C=CC(CC4)C3C2=O)c1 (configuration not stated)
22	CC(CC(=O)Nc1ccc2c(c1)c(=O)n(C)n2Cc1ccc(Cl)cc1)C(F)(F)F (configuration not stated)
23	C/C(=N\NC(=O)Nc1ccccc1)c1ccc2ccccc2c1
24	CCc1c(C)nc2c(OC)cccc2c1SCCC(=O)O

| Compound | 17 | 18 | 19 | 20 | 21 | 22 | 23 | 24 |
| --- | --- | --- | --- | --- | --- | --- | --- | --- |
| PABP1 MLLE inh | -10.1 | 9.7 | 10.3 | -13.4 | -4.2 | -10.4 | -1.7 | 8.8 |
| MsrA act | -2.9 | -7.6 | -4.3 | -3.7 | -3.4 | -2.1 | -3.0 | -5.6 |
| TbMetRS inhib | -0.2 | -0.7 | -0.5 | -0.1 | -0.1 | 0.3 | -0.7 | -0.7 |
| Rin1-Abl PPI inh | -3.5 | -4.5 | -4.5 | 1.8 | 0.9 | 4.6 | -1.4 | 0.3 |
| MsrA inh | -0.4 | -1.0 | 1.8 | 0.7 | 0.7 | -0.1 | 0.7 | -0.2 |
| FAS-TE inh | -2.2 | -4.0 | -4.7 | 8.4 | -3.3 | 2.2 | -5.7 | -16.3 |
| E coli Lon inh | -12.2 | 5.8 | 7.4 | 8.5 | -5.1 | -10.8 | -23.6 | -13.5 |
| CSN deneddyl inh | 0.1 | 0.6 | -2.5 | 1.6 | 0.8 | 1.1 | -3.2 | -8.1 |
| Neddyl block | i | i | i | i | i | / | i | i |

25	O=C(CCC(=O)N1CCOCC1)c1ccc(F)cc1
26	COc1ccccc1Nc1nc(N)nc(CN2CCN(Cc3ccc4c(c3)OCO4)CC2)n1
27	OC(c1ccccc1)c1nc2ccccc2[nH]1 (configuration not stated)
28	Cc1cc(F)ccc1S(=O)(=O)N(CC(=O)N1CCOCC1)CC(=O)N1CCOCC1

| Compound | 25 | 26 | 27 | 28 |
| --- | --- | --- | --- | --- |
| PABP1 MLLE inh | 3.9 | -7.0 | -0.8 | 2.2 |
| MsrA act | -2.2 | -2.1 | -2.2 | -1.8 |
| TbMetRS inhib | 0.1 | -1.0 | -0.8 | 0.1 |
| Rin1-Abl PPI inh | -3.9 | 1.0 | -0.6 | -2.5 |
| MsrA inh | 1.5 | 0.0 | 0.1 | -0.3 |
| FAS-TE inh | -1.7 | -2.5 | -2.1 | -0.2 |
| E coli Lon inh | 4.9 | 1.7 | 1.9 | -12.4 |
| CSN deneddyl inh | 4.1 | -0.7 | 1.1 | 3.7 |
| Neddyl block | i | i | i | i |

Looked up one by one from the list above (3):
28	Cc1cc(F)ccc1S(=O)(=O)N(CC(=O)N1CCOCC1)CC(=O)N1CCOCC1
26	COc1ccccc1Nc1nc(N)nc(CN2CCN(Cc3ccc4c(c3)OCO4)CC2)n1
25	O=C(CCC(=O)N1CCOCC1)c1ccc(F)cc1

| Compound | 28 | 26 | 25 |
| --- | --- | --- | --- |
| PABP1 MLLE inh | 2.2 | -7.0 | 3.9 |
| MsrA act | -1.8 | -2.1 | -2.2 |
| TbMetRS inhib | 0.1 | -1.0 | 0.1 |
| Rin1-Abl PPI inh | -2.5 | 1.0 | -3.9 |
| MsrA inh | -0.3 | 0.0 | 1.5 |
| FAS-TE inh | -0.2 | -2.5 | -1.7 |
| E coli Lon inh | -12.4 | 1.7 | 4.9 |
| CSN deneddyl inh | 3.7 | -0.7 | 4.1 |
| Neddyl block | i | i | i |
